Compound activity: PubChem BioAssay, SRMLSC
E coli WT inh = blocks growth of wild type E. coli BW25113; E. coli BW25113 growth inhibition, OD600; inhibition, % at 10 µM; 20,000 tested, 0.05% active; AID 552; in the data active = inhibition above about 40%;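 also: bacteria exposed to compound for 20 hours at 37 °C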
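Assay system: Bacterial strain in a whole-cell growth screen | Amount: Inoculum from a 1:1000 dilution of a 1.5 h subculture | Detection: Absorbance at 615 nm as a measure of bacterial growth | Timing: 20 h exposure, 37 °C | Buffer or medium: LB plus kanamycin 50 µg/mL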
An asterisk follows results filed as active; & = joins results of further samples. Not all compounds are listed, so the mix of outcomes need not match the whole.

compound	E coli WT inh
CN1CCCN=C1COC(=O)C(O)(c1ccccc1)C1CCCCC1 (centres undefined)	7
CCC(NC(C)C)C(O)c1ccc(O)c2[nH]c(=O)ccc12 (centres undefined)	8
CC1Cc2ccccc2N1NC(=O)c1ccc(Cl)c(S(N)(=O)=O)c1 (centres undefined)	5
COc1ccc(C2CNC(=O)C2)cc1OC1CCCC1 (centres undefined)	-1
CCCCCC(=O)O[C@]1(C(C)=O)CC[C@H]2[C@@H]3CCC4=CC(=O)CC[C@]4(C)[C@H]3CC[C@@]21C	-1
CCn1cc(C(=O)O)c(=O)c2cnc(N3CCNCC3)nc21	45*
O=C(O)c1cccnc1Nc1cccc(C(F)(F)F)c1	-6
CN(C)CCCC1(c2ccc(F)cc2)OCc2cc(C#N)ccc21 (centres undefined)	0
CNCCCN1c2ccccc2CCc2ccccc21	-2
Cc1ccc(N(CC2=NCCN2)c2cccc(O)c2)cc1	0&-3
C1COC(NC(C2CC2)C2CC2)=N1	0

3 structures already listed, ordered by SMILES length, low to high.
compound	E coli WT inh
CNCCCN1c2ccccc2CCc2ccccc21	-2
COc1ccc(C2CNC(=O)C2)cc1OC1CCCC1 (centres undefined)	-1
CCC(NC(C)C)C(O)c1ccc(O)c2[nH]c(=O)ccc12 (centres undefined)	8

A few values from the list.
CC1Cc2ccccc2N1NC(=O)c1ccc(Cl)c(S(N)(=O)=O)c1 (centres undefined) | E coli WT inh = 5
CNCCCN1c2ccccc2CCc2ccccc21 | E coli WT inh = -2
